Compound activity deposited in PubChem by several laboratories.
JMJD2C inh – human JMJD2C demethylase inhibition | inhibition, % at 2.35 µM | 330,000 compounds, 0.069% hits | AID 2099 | GST-JMJD2C(1-420) H3K9me3 demethylation, DELFIA europium | Q9H3R0;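 active means more than half of a compound's replicate wells show inhibition beyond 50%, single wells judged on their own value; inconclusive means some, but no more than half, of replicates pass 50% inhibition; inactive means no replicate passes 50% inhibition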;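 further: signal counts dimethyl H3K9 product captured on neutravidin plate; 0% = median of DMSO wells and 100% = 0.3 times that DMSO median; strong numbers were not always called active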
MEP2 TOR yeast – alters MEP2-GFP fluorescence in TOR pathway yeast screen. S. cerevisiae MEP2-GFP strain, flow cytometry GFP, 3 h; 100% = DMSO control level. GFP response vs DMSO, % at 10 µM. 330,000 compounds, 0.51% hits. AID 2016;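 active means GFP response versus DMSO above a set limit, roughly screen mean plus 3 SD, cut at about 180% in these data; inconclusive means fewer than 70 cells counted for a yeast strain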;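 further: median GFP fluorescence of the barcode-gated MEP2-GFP cells per well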
CIT2 TOR yeast – alters CIT2-GFP fluorescence in TOR pathway yeast screen; S. cerevisiae CIT2-GFP strain, flow cytometry, 3 h; 100 means same as DMSO wells; GFP response vs DMSO, % at 10 µM; 320,000 compounds, 0.065% hits;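 active means GFP response relative to DMSO above a set limit, near the screen mean plus 3 SD, cut at about 150% in these data; inconclusive means Fewer than 70 cells measured for a yeast strain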;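 further: ratio of well median GFP fluorescence to mean of DMSO wells on the plate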
GRK2 aptamer HTS – inhibitors of human GRK2 displacing RNA aptamer; P25098; bead flow cytometry, FAM-aptamer displacement from GRK2; inhibition of aptamer binding, % at 10 µM; 330,000 compounds, 0.59% hits;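 active means inhibition of aptamer binding above 40%, roughly 3 SD of noise, on plates passing a quality check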;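 further: median bead fluorescence of bound FAM aptamer so fluorescent compounds give negative values; no value below 0 was filed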
LAP4-GFP MLPCN – modulators of TOR pathway LAP4-GFP in S. cerevisiae. S. cerevisiae LAP4-GFP multiplex, flow cytometry GFP, 3 h; median GFP as percent of DMSO wells. GFP response vs DMSO, % at 10 µM. 320,000 compounds, 0.34% hits. AID 2023;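 active means GFP response vs DMSO above a set limit, about the screen mean plus 3 SD, cut at about 150% in these data; inconclusive means under 70 cell events counted for the yeast strain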
VLA-4 inh – inhibition in a human VLA-4 binding assay; AID 2557; P13612; inhibition, % (about 7 µM as worked out from the volumes in the protocol); 330,000 compounds, 0.2% hits; VLA-4 expressing cells, ligand binding flow cytometry; in the data active means inhibition above about 50%
Target sequence (P13612 whole entry, looked up): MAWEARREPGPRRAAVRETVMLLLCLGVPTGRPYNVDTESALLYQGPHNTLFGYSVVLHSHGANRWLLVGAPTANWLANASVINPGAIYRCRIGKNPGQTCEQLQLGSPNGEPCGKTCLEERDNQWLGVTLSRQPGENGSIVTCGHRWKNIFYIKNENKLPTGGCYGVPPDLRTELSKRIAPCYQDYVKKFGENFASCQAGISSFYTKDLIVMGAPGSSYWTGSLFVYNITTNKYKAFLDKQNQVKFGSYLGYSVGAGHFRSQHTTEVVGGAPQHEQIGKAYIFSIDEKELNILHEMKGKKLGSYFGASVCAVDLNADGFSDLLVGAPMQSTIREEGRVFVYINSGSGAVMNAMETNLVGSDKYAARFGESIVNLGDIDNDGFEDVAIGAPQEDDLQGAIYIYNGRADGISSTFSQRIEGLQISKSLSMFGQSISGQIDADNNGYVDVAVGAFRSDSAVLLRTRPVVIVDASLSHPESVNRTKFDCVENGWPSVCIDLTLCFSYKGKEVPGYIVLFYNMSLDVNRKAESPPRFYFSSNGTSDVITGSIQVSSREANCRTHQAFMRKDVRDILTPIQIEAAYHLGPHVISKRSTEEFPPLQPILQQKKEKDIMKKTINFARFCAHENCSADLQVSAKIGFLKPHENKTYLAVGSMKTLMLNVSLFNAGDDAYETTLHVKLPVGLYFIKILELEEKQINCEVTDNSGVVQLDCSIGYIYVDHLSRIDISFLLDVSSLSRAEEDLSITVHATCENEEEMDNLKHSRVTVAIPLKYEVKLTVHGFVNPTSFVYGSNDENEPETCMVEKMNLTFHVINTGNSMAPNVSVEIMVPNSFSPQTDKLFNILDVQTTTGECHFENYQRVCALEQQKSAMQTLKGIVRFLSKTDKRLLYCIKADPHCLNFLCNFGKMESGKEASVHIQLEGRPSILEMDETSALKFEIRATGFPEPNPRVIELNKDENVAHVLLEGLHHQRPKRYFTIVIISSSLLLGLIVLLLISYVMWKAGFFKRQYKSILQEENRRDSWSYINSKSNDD
RPL19A TOR yeast – yeast TOR pathway RPL19A-GFP modulation; 330,000 compounds, 0.3% hits; S. cerevisiae RPL19A-GFP strain, flow cytometry, 3 h; active compounds read low; percent response vs DMSO, % at 10 µM;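 active means percent response vs DMSO below 50%; inconclusive means fewer than 70 events counted for the yeast strain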;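 further: median channel GFP fluorescence of the barcoded RPL19A-GFP strain; ratio of sample median GFP to plate DMSO average so 100% = DMSO; lower means less RPL19A-GFP as with rapamycin TOR inhibition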
AGP1 TOR yeast – yeast TOR pathway AGP1-GFP modulation. GFP response vs DMSO, % at 10 µM. 320,000 compounds, 0.02% hits. S. cerevisiae AGP1-GFP multiplex flow cytometry, 3 h; GFP as percent of DMSO wells. AID 2066;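 active means GFP response relative to DMSO above a set limit, near screen average plus 3 SD, cut at about 150% in these data; inconclusive means fewer than 70 cells counted for the yeast strain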;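 further: median GFP channel fluorescence of the gated AGP1 strain per well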
* hit, by the source's call; i = inactive; ? = inconclusive; & = joins results of further samples.

A first look:
| No. | JMJD2C inh | MEP2 TOR yeast | CIT2 TOR yeast | GRK2 aptamer HTS | LAP4-GFP MLPCN | VLA-4 inh | RPL19A TOR yeast | AGP1 TOR yeast | canonical_smiles |
| --- | --- | --- | --- | --- | --- | --- | --- | --- | --- |
| 1 | 0 | 102 | 99 | 3 | 101 | 4 | 101 | 99 | C/C(=N\NC(=O)c1ccco1)c1ccc(-c2ccccc2)cc1 |
| 2 | 4 | 101 | 93 | 4 | 108 | 9 | 98 | 102 | CSc1ncc(OCc2ccccc2)c(=O)[nH]1 |

Main list, previewed entries included:
| No. | JMJD2C inh | MEP2 TOR yeast | CIT2 TOR yeast | GRK2 aptamer HTS | LAP4-GFP MLPCN | VLA-4 inh | RPL19A TOR yeast | AGP1 TOR yeast | canonical_smiles |
| --- | --- | --- | --- | --- | --- | --- | --- | --- | --- |
| 1 | 0 | 102 | 99 | 3 | 101 | 4 | 101 | 99 | C/C(=N\NC(=O)c1ccco1)c1ccc(-c2ccccc2)cc1 |
| 2 | 4 | 101 | 93 | 4 | 108 | 9 | 98 | 102 | CSc1ncc(OCc2ccccc2)c(=O)[nH]1 |
| 3 | -3 | 107 | 118 | 0 | 102 | i | 107 | 107 | O=C(CNC(=O)c1ccc(S(=O)(=O)N2CCCC2)cc1)N/N=C/c1ccc(Cl)cc1Cl |
| 4 | 1 | 89 | 93 | 3 | 96 | 1 | 92 | 90 | Cc1cc(C)cc(C(=O)Nc2ccc(NC(=O)Cc3ccccc3)cc2)c1 |
| 5 | 10 | 97 | 90 | 4 | 96 | 2 | 94 | 96 | COc1ccc(-n2nnnc2SCC(=O)c2ccc(OC)c(OC)c2)cc1 |
| 6 | 4 | 93 | 99 | 0 | 96 | -6 | 90 | 93 | COc1ccccc1CNC(=O)CSc1nc2nc(C)cc(C)n2n1 |
| 7 | 1&1&18&13 | 103&100&105&105 | 97&88&92&86 | 3&1&0&2 | 104&99&106&101 | -2&-11&13&28 | 101&104&102&103 | 90&92&96&89 | Cc1cnc(NC(=O)C2=C(O)c3ccccc3S(=O)(=O)N2C)s1 |
| 8 | 6 | 92 | 104 | 0 | 93 | -2 | 97 | 96 | COc1ccc(C2(CNS(=O)(=O)c3ccccc3)CCOCC2)cc1 |
| 9 | -15 | 98 | 91 | 2 | 86 | 9 | 100 | 92 | Cc1ccc(NC(=O)c2ccncc2)cc1[N+](=O)[O-] |
| 10 | 14 | 99 | 95 | 0 | 102 | 96* | 102 | 103 | O=c1c2[nH]c3ccc(F)cc3c2ncn1C1CCCCC1 |
| 11 | 3 | 107 | 84 | 0 | 107 | 0 | 96 | 97 | O=C(Nc1ccc(Cl)cc1)OCc1cn(-c2ccccc2)nn1 |
| 12 | 7 | 95 | 100 | 2 | 95 | -5 | 94 | 96 | CNC(C)C(=O)NC(C(=O)N1CCCC1C(=O)NC1CCCc2ccccc21)C(C)C (centres undefined) |
| 13 | -8 | 102 | 92 | 1 | 96 | 29 | 97 | 94 | CC1=C(C(=O)c2ccccc2)C(c2cccc([N+](=O)[O-])c2)NC(=S)N1 (centres undefined) |
| 14 | 7 | 101 | 103 | 1 | 98 | 10 | 104 | 104 | Cn1c(N)c(S(=O)(=O)N2CCN(c3ccccc3Cl)CC2)c(=O)n(C)c1=O |
| 15 | 6 | 99 | 82 | 0 | 103 | 7 | 96 | 98 | CC(OC(=O)CCN=C1NS(=O)(=O)c2ccccc21)C(=O)Nc1ccc(F)c(F)c1F (centres undefined) |
| 16 | -9 | 100 | 103 | 0 | 104 | 2 | 97 | 108 | Cc1ccc(Cl)cc1N1CCN(C(=O)CN2C(=O)c3cccc4cccc2c34)CC1 |
| 17 | 16 | 107 | 113 | 25 | 98 | -13 | 92 | 93 | CCCN(CC(=O)Nc1ccc(F)c(F)c1F)C(=O)CCc1nc2ccccc2c(=O)[nH]1 |
| 18 | 38 | 99 | 99 | 1 | 94 | 15 | 106 | 97 | CCn1c2ccccc2c2nnc(SCc3ccccc3)nc21 |
| 19 | -5 | 102 | 103 | 0 | 96 | 19 | 101 | 107 | CC1CC(=O)N(C)c2ccc([N+](=O)[O-])cc2N1 (centres undefined) |
| 20 | 9 | 103 | 90 | 5 | 106 | 5 | 96 | 100 | COc1cc(C(=O)OC2CCOC2=O)c([N+](=O)[O-])cc1OC (centres undefined) |
| 21 | 6 | 96 | 88 | 0 | 95 | -5 | 99 | 86 | Cc1ccc(C(C)NC(=O)c2cccnc2)cc1 (centres undefined) |
| 22 | -7 | ? | ? | 0 | ? | -7 | ? | ? | Cc1[nH]n(-c2ccccc2)c(=O)c1/C=N/N1CCOCC1 |
| 23 | -2 | 102 | 99 | 0 | 96 | -1 | 97 | 100 | O=C(Nc1nnc(-c2ccco2)o1)C1CCCCC1 |
| 24 | 0 | 131 | 100 | 1 | 115 | 1 | 103 | 106 | O=C(CCNc1ccc(F)cc1)c1cc2ccccc2o1 |

An excerpt of these results, as tab-separated lines:
#	Structure	JMJD2C inh	MEP2 TOR yeast	CIT2 TOR yeast	GRK2 aptamer HTS	LAP4-GFP MLPCN	VLA-4 inh	RPL19A TOR yeast	AGP1 TOR yeast
13	CC1=C(C(=O)c2ccccc2)C(c2cccc([N+](=O)[O-])c2)NC(=S)N1 (centres undefined)	-8	102	92	1	96	29	97	94
14	Cn1c(N)c(S(=O)(=O)N2CCN(c3ccccc3Cl)CC2)c(=O)n(C)c1=O	7	101	103	1	98	10	104	104
15	CC(OC(=O)CCN=C1NS(=O)(=O)c2ccccc21)C(=O)Nc1ccc(F)c(F)c1F (centres undefined)	6	99	82	0	103	7	96	98
16	Cc1ccc(Cl)cc1N1CCN(C(=O)CN2C(=O)c3cccc4cccc2c34)CC1	-9	100	103	0	104	2	97	108
17	CCCN(CC(=O)Nc1ccc(F)c(F)c1F)C(=O)CCc1nc2ccccc2c(=O)[nH]1	16	107	113	25	98	-13	92	93
18	CCn1c2ccccc2c2nnc(SCc3ccccc3)nc21	38	99	99	1	94	15	106	97
19	CC1CC(=O)N(C)c2ccc([N+](=O)[O-])cc2N1 (centres undefined)	-5	102	103	0	96	19	101	107
20	COc1cc(C(=O)OC2CCOC2=O)c([N+](=O)[O-])cc1OC (centres undefined)	9	103	90	5	106	5	96	100
21	Cc1ccc(C(C)NC(=O)c2cccnc2)cc1 (centres undefined)	6	96	88	0	95	-5	99	86
22	Cc1[nH]n(-c2ccccc2)c(=O)c1/C=N/N1CCOCC1	-7	?	?	0	?	-7	?	?
23	O=C(Nc1nnc(-c2ccco2)o1)C1CCCCC1	-2	102	99	0	96	-1	97	100
24	O=C(CCNc1ccc(F)cc1)c1cc2ccccc2o1	0	131	100	1	115	1	103	106

(next part)
| No. | JMJD2C inh | MEP2 TOR yeast | CIT2 TOR yeast | GRK2 aptamer HTS | LAP4-GFP MLPCN | VLA-4 inh | RPL19A TOR yeast | AGP1 TOR yeast | canonical_smiles |
| --- | --- | --- | --- | --- | --- | --- | --- | --- | --- |
| 25 | -35 | 99 | 110 | 0 | 91 | 1 | 107 | 100 | CC(=O)c1nn(-c2ccccc2)cc1C(=O)c1cccc(Br)c1 |
| 26 | 2 | 109 | 100 | 0 | 102 | 6 | 98 | 102 | O=C(c1ccccc1)N1CCN(C2CC(=O)N(CCc3ccccc3)C2=O)CC1 (centres undefined) |
| 27 | i | 106 | 99 | 4 | 93 | 5 | 97 | 92 | COc1ccc(C(=O)CSc2nnc(-c3cc(C)on3)o2)cc1 |
| 28 | -7 | 115 | 95 | 0 | 112 | -11 | 99 | 105 | CCOC(=O)CSc1nnnn1-c1cccc2ccccc12 |
